CHO parental Ca = counter-screen: ATP calcium response change in parental CHO cells | inhibition, % at 5.6 µM | 330,000 tested, 0.63% active | AID 463079 | parental CHO-K1, ATP-induced calcium, Fluo-8 fluorescence;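 active means inhibition above that plate's mean sample inhibition plus 3 SD, cut at about 26% in these data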;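 further: 0% = ATP-challenged DMSO wells and 100% = DMSO wells without ATP; some compounds past the cut are filed as inactive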
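Test system: untransfected parental CHO cell line; also added: ATP stimulus; dosing: 5.6 µM, single dose; signal: calcium-sensitive Fluo-8 fluorescence; measure: percent inhibition of ATP-evoked calcium rise, normalized to controls; benchmarks: low control ATP plus DMSO, high control DMSO only; replication: one well per compound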
CHRM1 agonist = agonists of human M1 muscarinic receptor; P11229; CHO-K1 hM1, Fluo-8 calcium fluorescence, agonist mode; 0% DMSO, 100% acetylcholine EC100; activation, % at 3 µM; 360,000 tested, 0.33% active;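 active means activation above the run's mean compound activation plus 3 SD, cut at about 16% in these data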;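 further: peak over basal fluorescence ratio within a 140 s kinetic read after compound addition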
TAAR1 antagonist = human TAAR1 antagonism. Q96RJ0. CHO RD-HGA16 TAAR1, Fluo-8 calcium fluorescence, antagonist. inhibition, % at 3 µM. 360,000 tested, 1.5% active. AID 624466;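 active means inhibition above a per-plate cutoff, the mean inhibition of test compounds on that plate plus 3 SD, cut at about 49% in these data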;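 further: 0% = DMSO plus EC80 beta-PEA response and 100% = DMSO alone without agonist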
Target sequence (Q96RJ0 whole entry, looked up): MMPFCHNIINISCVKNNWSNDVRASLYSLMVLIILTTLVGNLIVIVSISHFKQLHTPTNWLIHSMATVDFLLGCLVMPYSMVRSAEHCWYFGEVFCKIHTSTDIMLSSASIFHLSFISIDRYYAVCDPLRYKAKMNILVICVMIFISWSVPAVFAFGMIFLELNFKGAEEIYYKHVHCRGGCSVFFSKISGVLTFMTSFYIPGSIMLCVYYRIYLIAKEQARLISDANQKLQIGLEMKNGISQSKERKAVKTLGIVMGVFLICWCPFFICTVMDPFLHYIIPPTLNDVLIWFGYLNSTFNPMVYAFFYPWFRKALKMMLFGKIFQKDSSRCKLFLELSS
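System: RD-HGA16 CHO cells with stable hTAAR1 and Gα16 | Probe or stimulus: EC80 β-phenethylamine stimulus | Dosing: 3 µM, single point | Times: Dye loading 75 min at 37 °C, then 30 min room temperature | Measured by: Fluo-8 calcium-sensitive fluorescence | Read-out basis: % inhibition of agonist calcium response | Replicates: n of 1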
CHO-K1 Ca ag = counter-screen for M1 agonists: effect in parental CHO-K1 cells | Fluo-8 calcium fluorescence; scaled to maximal ATP response, vehicle zero | activation, % at 3 µM | 360,000 tested, 0.48% active; in the data active means activation above about 15%;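 further: untransfected CHO-K1 host cells lacking M1 receptor as counterscreen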
TAAR1 agonist = agonists of human TAAR1 | Q96RJ0 | CHO RD-HGA16 TAAR1, Fluo-8 calcium fluorescence; vehicle wells 0%, saturating PEA agonist 100% | activation, % at 3 µM | 360,000 tested, 0.99% active | AID 624467;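 active means activation above the mean activation of all test compounds in the run plus 3 SD, cut at about 38% in these data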
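System: CHO RD-HGA16 cells carrying human TAAR1 plus Gα16; Incubation: 17-24 h seeding, 75 min 37 °C dye, 30 min RT; Measured by: Fluo-8 fluorescence, 5 s baseline then 140 s kinetic read; Control set: DMSO and PEA EC100; Replication: single well for each compound.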
CHO-K1 Ca PAM = nonselective activator or artifact in parental CHO-K1 calcium assay; AID 602247; activation, % at 3 µM; 360,000 tested, 0.02% active; ATP EC20, Fluo-8 calcium fluorescence; 0% at ATP EC20, 100% at ATP max;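 active means activation above the run cutoff, the mean activation of all test compounds plus 3 SD, cut at about 40% in these data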;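 further: peak over basal fluorescence ratio in a 140 s read after ATP addition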
OXTR potentiator = human OXTR potentiation; CHO-OTR cells, Fluo-8 calcium fluorescence, potentiator mode; 0% = oxytocin EC15, 100% = EC100; activation, % at 3 µM; 320,000 tested, 0.061% active;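 active means activation above that plate's cutoff, the mean activation of tested compounds plus 3 SD, cut at about 6.6% in these data, passing the limit was not always enough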;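 further: 100% uses oxytocin at 75 nM as the full agonist control; some results filed as inactive read as strong as hits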
Target sequence (P30559 whole entry, looked up): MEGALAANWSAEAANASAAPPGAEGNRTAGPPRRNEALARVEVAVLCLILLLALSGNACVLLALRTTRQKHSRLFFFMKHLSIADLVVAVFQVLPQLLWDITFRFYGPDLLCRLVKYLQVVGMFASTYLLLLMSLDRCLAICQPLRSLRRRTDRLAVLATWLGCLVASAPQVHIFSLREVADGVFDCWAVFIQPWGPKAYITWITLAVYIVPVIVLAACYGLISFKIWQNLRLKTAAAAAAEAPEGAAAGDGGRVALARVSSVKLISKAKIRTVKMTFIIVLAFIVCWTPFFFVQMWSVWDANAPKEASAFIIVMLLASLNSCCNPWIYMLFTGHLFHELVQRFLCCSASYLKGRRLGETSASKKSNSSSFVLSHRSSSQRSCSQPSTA
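Assay system: CHO cell line stably expressing human OTR | Also added: Oxytocin at about EC15, sub-maximal agonist stimulus | Times: Compound 6 min at room temperature before oxytocin, 100 s read | Measured by: Fluo-8 intracellular calcium fluorescence, ex 470-495, em 515-575 nm | Controls: EC15 oxytocin alone as 0%, 75 nM oxytocin as 100%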
CHO-K1 Ca antag = nonselective inhibitor or artifact in parental CHO-K1 cells; ATP-induced calcium, Fluo-8 fluorescence; inhibition, % at 3 µM; 360,000 tested, 0.6% active; AID 602250;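 active means inhibition above a per-plate cutoff, the plate's mean sample inhibition plus 3 SD, cut at about 24% in these data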;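 further: 0% = DMSO plus EC80 ATP and 100% = DMSO alone without ATP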
M1 antag = antagonists of human M1 muscarinic receptor | inhibition, % at 3 µM | CHO-K1 hM1, Fluo-8 calcium fluorescence, ACh EC80 antagonist | 360,000 tested, 1.3% active | P11229;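 active means percent inhibition above its own plate's cutoff, namely the mean of that plate's compound wells plus 3 SD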;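 further: peak over basal fluorescence ratio during 140 s after agonist addition; 0% = ACh EC80 plus DMSO and 100% = DMSO alone without agonist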
Starred values were filed as active, the others as inactive.

`O=c1c(-c2ccc(O)cc2)coc2cc(OC3OC(CO)C(O)C(O)C3O)ccc12` (stereo not given) gave CHO parental Ca -9, CHRM1 agonist -3, TAAR1 antagonist 7, CHO-K1 Ca ag 0.6, TAAR1 agonist 0, CHO-K1 Ca PAM 11, OXTR potentiator -4, CHO-K1 Ca antag -11 and M1 antag 5.
`CC(C)(C)S(=O)(=O)c1cnc2c(-c3ccc(F)cc3)cnn2c1N` gave CHO parental Ca -1, CHRM1 agonist -1, TAAR1 antagonist -14, CHO-K1 Ca ag 5.1, TAAR1 agonist 8, CHO-K1 Ca PAM 23, OXTR potentiator -5, CHO-K1 Ca antag -6 and M1 antag -6.
Screening Cc1ccc(C(=O)Nc2nccc(-c3cccs3)n2)cc1 returned CHO parental Ca -19, CHRM1 agonist -1, TAAR1 antagonist -10, CHO-K1 Ca ag 0.4, TAAR1 agonist 4, CHO-K1 Ca PAM -5, OXTR potentiator -3, CHO-K1 Ca antag 7 and M1 antag 7.
COc1ccc(-c2csc(NC(CO)c3nc4ccccc4n3CCOCCO)n2)cc1 (stereo not given) was read as CHO parental Ca -10, CHRM1 agonist 10, TAAR1 antagonist 3, CHO-K1 Ca ag -0.2, TAAR1 agonist 2, CHO-K1 Ca PAM -25, OXTR potentiator -5, CHO-K1 Ca antag 11 and M1 antag -2.
Cc1ccccc1NC(=O)COC(=O)/C=C/c1cn(-c2ccccc2)nc1-c1cccnc1 was read as CHO parental Ca -4, CHRM1 agonist -4, TAAR1 antagonist 2, CHO-K1 Ca ag 0.7, TAAR1 agonist 0, CHO-K1 Ca PAM -11, OXTR potentiator 3, CHO-K1 Ca antag 6 and M1 antag 19.
For COc1ccc(/C=C(\C#N)C(=O)NCc2cccnc2)cc1OC the results were CHO parental Ca -19, CHRM1 agonist -7, TAAR1 antagonist 10, CHO-K1 Ca ag 0.1, TAAR1 agonist 10, CHO-K1 Ca PAM 12, OXTR potentiator -3, CHO-K1 Ca antag 7 and M1 antag -4.
For CCN(CC)CCOC(=O)c1cccc(Cl)c1 the results were CHO parental Ca -1, CHRM1 agonist -4, TAAR1 antagonist 5, CHO-K1 Ca ag 0.7, TAAR1 agonist 3, CHO-K1 Ca PAM 12, OXTR potentiator -3, CHO-K1 Ca antag 3 and M1 antag -7.
C[C@H]1CCC[C@@]2(O[C@H](CCO)C[C@H](O)[C@H]2O)O1 was read as CHO parental Ca -2, CHRM1 agonist 3, TAAR1 antagonist -8, CHO-K1 Ca ag 0.0, TAAR1 agonist 12, CHO-K1 Ca PAM -4, OXTR potentiator -4, CHO-K1 Ca antag -9 and M1 antag 1.
`O=C1CC(Nc2cc(=O)[nH]c(=O)[nH]2)C(=O)N1c1ccccc1Cl` (stereo not given) gave CHO parental Ca 2, CHRM1 agonist 0, TAAR1 antagonist -11, CHO-K1 Ca ag 0.6, TAAR1 agonist 3, CHO-K1 Ca PAM 20, OXTR potentiator 1, CHO-K1 Ca antag -6 and M1 antag -16.
`O=C(Nc1ncnc2c1ncn2[C@@H]1O[C@H](/C=C/C(=O)N2CCN(c3ccc(F)cc3)CC2)[C@@H](O)[C@H]1O)c1ccccc1` gave CHRM1 agonist -5, TAAR1 antagonist 9, CHO-K1 Ca ag -0.1, TAAR1 agonist 0, CHO-K1 Ca PAM -4, CHO-K1 Ca antag 15 and M1 antag 11.
O=C(NCc1ccc(Cl)cc1)C1CCC(CNc2c(N3CCCCC3)c(=O)c2=O)CC1 (stereo not given) was read as CHO parental Ca 3, CHRM1 agonist -7, TAAR1 antagonist -11, CHO-K1 Ca ag 0.9, TAAR1 agonist 0, CHO-K1 Ca PAM 21, OXTR potentiator -4, CHO-K1 Ca antag -2 and M1 antag -4.
Screening CCOC(=O)c1cnc2c(c(C)nn2C)c1Oc1ccccc1F returned CHO parental Ca -18, CHRM1 agonist -4, TAAR1 antagonist -14, CHO-K1 Ca ag 0.6, TAAR1 agonist -3, CHO-K1 Ca PAM -18, OXTR potentiator 2, CHO-K1 Ca antag -2 and M1 antag -19.
`CC12C=CC3(CN(Cc4ccccc4)C(=O)C3C1C(=O)NC1CC1)O2` (stereo not given) gave CHO parental Ca -2, CHRM1 agonist -4, TAAR1 antagonist 18, CHO-K1 Ca ag 6.9, TAAR1 agonist 8, CHO-K1 Ca PAM 11, OXTR potentiator -2, CHO-K1 Ca antag -2 and M1 antag -13.
Screening CCOC(=O)[C@]12CCCC=C1N(Cc1ccco1)C(=O)[C@H](CC(=O)NCC13CC4CC(CC(C4)C1)C3)C2 returned TAAR1 antagonist -21, CHO-K1 Ca ag -0.9, TAAR1 agonist -1, CHO-K1 Ca PAM 10 and CHO-K1 Ca antag -16.
Screening COc1cc(C(=O)NCc2ccc3c(c2)OCO3)c([N+](=O)[O-])cc1OC returned CHO parental Ca 10, CHRM1 agonist -2, TAAR1 antagonist -3, CHO-K1 Ca ag 0.8, TAAR1 agonist 3, CHO-K1 Ca PAM 4, OXTR potentiator -12, CHO-K1 Ca antag -6 and M1 antag -8.
For NNC(=O)CNC(c1ccccc1)c1cc(Br)ccc1NC(=O)c1ccccc1Br (stereo not given) the results were CHO parental Ca -20, CHRM1 agonist -3, TAAR1 antagonist 53*, CHO-K1 Ca ag 0.8, TAAR1 agonist 2, CHO-K1 Ca PAM 17, OXTR potentiator -15, CHO-K1 Ca antag -29 and M1 antag -8.
For COc1ccc(CNC(=O)CNC(=O)c2cccs2)c(OC)c1 the results were CHO parental Ca -14, CHRM1 agonist -4, TAAR1 antagonist -19, CHO-K1 Ca ag 0.1, TAAR1 agonist 2, CHO-K1 Ca PAM -7, OXTR potentiator -8, CHO-K1 Ca antag 1 and M1 antag -4.
`CC(=O)Nc1cccc(OCC(=O)Nc2cccc(S(=O)(=O)N3CCCC3)c2)c1` gave CHRM1 agonist -4, TAAR1 antagonist 22, CHO-K1 Ca ag 4.8, TAAR1 agonist 9, CHO-K1 Ca PAM -8, CHO-K1 Ca antag 1 and M1 antag 12.
Screening CCn1c(N2CCN(CC(=O)c3ccc(OC)cc3)CC2)nc2ccccc21 returned CHRM1 agonist -2, CHO-K1 Ca ag -0.1, CHO-K1 Ca PAM -5, CHO-K1 Ca antag 12 and M1 antag 5.
For CC(=O)Nc1ccc2c(c1)Cc1c-2cc(Br)c(N)c1Br the results were CHRM1 agonist -1, TAAR1 antagonist 8, CHO-K1 Ca ag 0.3, TAAR1 agonist -1, CHO-K1 Ca PAM 9, CHO-K1 Ca antag -17 and M1 antag -13.
COc1cc(C(=O)OCC(=O)NC2CCS(=O)(=O)C2)ccc1OCc1c(C)noc1C (stereo not given) was read as CHO parental Ca -5, CHRM1 agonist -12, TAAR1 antagonist -1, CHO-K1 Ca ag 1.4, TAAR1 agonist 2, CHO-K1 Ca PAM 26, OXTR potentiator -4, CHO-K1 Ca antag -5 and M1 antag 4.
Screening Cc1ccc(C(=O)C(C)OC(=O)CCN2C(=O)C3C4C=CC(C5CC45)C3C2=O)cc1 (stereo not given) returned CHO parental Ca -8, CHRM1 agonist -1, TAAR1 antagonist -18, CHO-K1 Ca ag 2.2, TAAR1 agonist 2, CHO-K1 Ca PAM -7, OXTR potentiator -6, CHO-K1 Ca antag -2 and M1 antag 7.
`O=P(c1cccs1)(c1cccs1)c1cccs1` gave CHO parental Ca -7, CHRM1 agonist -7, TAAR1 antagonist 15, CHO-K1 Ca ag -0.1, TAAR1 agonist 8, CHO-K1 Ca PAM 17, OXTR potentiator -7, CHO-K1 Ca antag -5 and M1 antag -10.
For CS(=O)(=O)N1CCCC(C(=O)Nc2ccc(Br)cc2F)C1 (stereo not given) the results were CHO parental Ca -13, CHRM1 agonist -7, TAAR1 antagonist -22, CHO-K1 Ca ag -0.1, TAAR1 agonist 5, CHO-K1 Ca PAM 19, OXTR potentiator -4, CHO-K1 Ca antag -9 and M1 antag -12.
Screening CN(Cc1ccccc1)c1cc2c(c3c1ccn3C)C1CCC2O1 (stereo not given) returned CHRM1 agonist -7, TAAR1 antagonist 3, CHO-K1 Ca ag -0.2, TAAR1 agonist 2, CHO-K1 Ca PAM -3, CHO-K1 Ca antag 13 and M1 antag 4.
`O=S(=O)(CC(CN1CCOCC1)N1CCOCC1)c1ccccc1` (stereo not given) gave CHO parental Ca -1, CHRM1 agonist -6, TAAR1 antagonist 3, CHO-K1 Ca ag 0.9, TAAR1 agonist 6, CHO-K1 Ca PAM 16, OXTR potentiator -15, CHO-K1 Ca antag 3 and M1 antag -4.
Screening Cc1cc(S(=O)(=O)N(Cc2ccccc2F)C2CC2)ccc1-n1cnnn1 returned CHO parental Ca 9, CHRM1 agonist -6, TAAR1 antagonist 17, CHO-K1 Ca ag 4.9, TAAR1 agonist 0, CHO-K1 Ca PAM -8, OXTR potentiator -7, CHO-K1 Ca antag -6 and M1 antag -2.
`NS(=O)(=O)c1ccc(N2C(=O)CCCC2=O)cc1` gave CHRM1 agonist -2, TAAR1 antagonist -15, CHO-K1 Ca ag -0.1, TAAR1 agonist 2, CHO-K1 Ca PAM -12, CHO-K1 Ca antag 9 and M1 antag -3.
`O=C(CSc1cccs1)Nc1ccc2ccccc2c1` gave CHO parental Ca -19, CHRM1 agonist -4, TAAR1 antagonist 13, CHO-K1 Ca ag 0.5, TAAR1 agonist 4, CHO-K1 Ca PAM 12, OXTR potentiator -6, CHO-K1 Ca antag 3 and M1 antag -4.
COCCNC(=O)c1ccc(CN2CCc3ccccc3C2)cc1 was read as CHO parental Ca 5, CHRM1 agonist -13, TAAR1 antagonist 5, CHO-K1 Ca ag 0.9, TAAR1 agonist 2, CHO-K1 Ca PAM 15, OXTR potentiator -8, CHO-K1 Ca antag -7 and M1 antag -1.
CSCCC(C(=O)OC1CCOC1=O)N1C(=O)c2ccccc2C1=O (stereo not given) was read as CHO parental Ca -17, CHRM1 agonist 0, TAAR1 antagonist 10, CHO-K1 Ca ag 0.9, TAAR1 agonist 0, CHO-K1 Ca PAM 10, OXTR potentiator -13, CHO-K1 Ca antag -8 and M1 antag -5.
Cc1ccc2oc(=O)c3cc(C(=O)NCc4ccco4)sc3c2c1 was read as CHO parental Ca -5, CHRM1 agonist 1, TAAR1 antagonist 2, CHO-K1 Ca ag 0.4, TAAR1 agonist -1, CHO-K1 Ca PAM 12, OXTR potentiator -3, CHO-K1 Ca antag 0 and M1 antag -6.

Bioassay records as filed in PubChem BioAssay.
